PLCg1 inh: blocks human PLC-gamma1 enzyme activity | P19174 | 0.84% of 370,000 active | inhibition, % at 12.2 µM | AID 720700 | purified PLC-gamma1, fluorogenic substrate, fluorescence; in the data active = inhibition above about 9.5%
ARFGAP1 inhibitor: inhibitors of rat ARFGAP1; Q62848; Arfgap1-stimulated ARF1 GTP hydrolysis, GDP FP detection; inhibition, % at 16.5 µM; 0.26% of 360,000 active; AID 651572;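 active = inhibition above a per-plate limit, mean inhibition of low control wells plus 3 SD, cut at about 25% in these data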;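 note: 0% = DMSO wells with enzyme and 100% = wells lacking Arfgap1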
Target sequence (Q62848 1-136 limits assumed): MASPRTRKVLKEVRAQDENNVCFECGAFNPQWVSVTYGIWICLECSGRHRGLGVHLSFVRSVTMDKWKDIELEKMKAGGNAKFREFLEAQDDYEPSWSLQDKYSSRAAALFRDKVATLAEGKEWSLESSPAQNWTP
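Material – truncated rat Arfgap1 GAP domain · Buffer or medium – HEPES-based buffer, pH 7.5 · Reagent – human ARF1(Δ1-17)-GTP substrate · Dosing – 16.5 µM single point, 1.26% DMSO · Schedule – GTP hydrolysis reaction 2 h at 25 °C · Technique – GDP detection by fluorescence polarization · Benchmarks – No-Arfgap1 wells (100%) versus DMSO full-reaction wells (0%) · Repeats – single replicate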
LEDGF integ inh: blocks HIV-1 LEDGF/p75-dependent DNA integration | 0.64% of 370,000 active | TR-FRET IN-LEDGF/p75 DNA integration, Eu/Cy5 | AID 743269 | inhibition, % at 3.7 µM;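 active = inhibition above the screen-wide mean plus 3 SD, cut at about 13% in these data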;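 note: signal is the Cy5 over europium emission ratio at 671 and 618 nm; 0% = plate median of compound wells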
ASAP1 inh: inhibitors of human ASAP1 ArfGAP activity; 0.19% of 360,000 active; inhibition, % at 16.5 µM; ASAP1-stimulated ARF1 GTP hydrolysis, GDP FP detection; Q9ULH1; AID 624377; in the data active = inhibition above about 25%;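 note: 0% = vehicle with enzyme and substrate and 100% = no enzyme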
KLK7 zymogen act: activates the human kallikrein-7 zymogen | P49862 | activation, % at 7 µM | purified proKLK7, EDANS-DABCYL substrate fluorescence; 100% is mature enzyme control, 0% vehicle | 0.9% of 370,000 active;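 active = activation above the mean of all tested compounds plus 3 SD, computed per campaign excluding outliers beyond control limits, cut at about 13% in these data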
ADAM10 inh: ADAM10 inhibition, QFRET primary screen; recombinant ADAM10, EDANS/DABCYL FRET peptide cleavage, 3 h; 0.62% of 370,000 active; inhibition, % at 7 µM; O14672;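 active = inhibition above a per-campaign cutoff equal to the mean of compounds falling between control-based bounds plus 3 SD, cut at about 20% in these data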;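 note: 0% = DMSO wells while the 100% control is not disclosed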
TDP2 absorb: TDP2 (human) inhibition, absorbance primary screen. 0.34% of 370,000 active. inhibition, % at 12.8 µM. O95551. recombinant TDP2, T5PNP hydrolysis, p-nitrophenol absorbance 415 nm;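 active = inhibition above the mean of all tested compounds plus 3 SD, set per campaign, cut at about 25% in these data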;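 note: 0% = DMSO with enzyme and 100% = buffer with substrate but no TDP2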
Target sequence (O95551 whole entry, looked up): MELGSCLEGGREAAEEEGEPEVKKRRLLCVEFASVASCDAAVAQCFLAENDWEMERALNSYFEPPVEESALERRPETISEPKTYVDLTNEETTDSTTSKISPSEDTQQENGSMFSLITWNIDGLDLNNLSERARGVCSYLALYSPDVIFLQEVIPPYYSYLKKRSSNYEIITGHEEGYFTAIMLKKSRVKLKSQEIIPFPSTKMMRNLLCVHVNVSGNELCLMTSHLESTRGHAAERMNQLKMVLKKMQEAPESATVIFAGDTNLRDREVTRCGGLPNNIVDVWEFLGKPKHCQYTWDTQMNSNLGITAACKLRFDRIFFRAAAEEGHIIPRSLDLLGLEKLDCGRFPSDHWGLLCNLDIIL
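Test system: human TDP2 enzyme; Input: 120 nM TDP2 per well; Buffer or medium: Mg2+-containing Tris-HCl buffer, pH 7.5; Reagent: 5 mM T5PNP; Dosing: 12.8 µM single point, 1% DMSO; Incubation: reaction 2 h, 37 °C; Detection: p-Nitrophenol epi absorbance; Read-out: % inhibition relative to enzyme-containing and enzyme-free wells; Replicates: single well per compound.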
DDE Tn7 FP inh: inhibitors of Tn7 peptide binding to human fibrin DD(E); P02675; FP displacement of FITC-Tn7 peptide from fibrin DD(E); 0% = median of compound wells per plate; inhibition, % at 8.3 µM; 0.13% of 370,000 active; AID 720508;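 active = inhibition above the mean of compounds falling within the control limits plus 3 SD of them, cut at about 14% in these data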;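 note: 0% = plate median of compound wells and 100% = 10 µM Aha-Tn7 peptide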
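system = human fibrin DD(E) protein | quantity = DD(E) 2 µM final | medium = Tris/NaCl/CaCl2 buffer, pH 7.8 | also added = labelled Tn7 tracer, 0.1 µM | compound dosing = single point at 8.3 µM | timing = compound with protein 10 min, then 3 h after probe, room temperature | signal = FP measurement | benchmarks = Aha-Tn7 high control | repeats = one replicate per compound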
ADAM17 inh: inhibits human ADAM17 | recombinant ADAM17, EDANS/DABCYL FRET peptide cleavage | inhibition, % at 6.95 µM | 0.83% of 370,000 active;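 active = inhibition above the mean of compounds lying between control limits plus 3 SD, set per campaign, cut at about 8.5% in these data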;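 note: 0% = DMSO-only wells as the low control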
Target sequence (P78536 215-824 limits assumed): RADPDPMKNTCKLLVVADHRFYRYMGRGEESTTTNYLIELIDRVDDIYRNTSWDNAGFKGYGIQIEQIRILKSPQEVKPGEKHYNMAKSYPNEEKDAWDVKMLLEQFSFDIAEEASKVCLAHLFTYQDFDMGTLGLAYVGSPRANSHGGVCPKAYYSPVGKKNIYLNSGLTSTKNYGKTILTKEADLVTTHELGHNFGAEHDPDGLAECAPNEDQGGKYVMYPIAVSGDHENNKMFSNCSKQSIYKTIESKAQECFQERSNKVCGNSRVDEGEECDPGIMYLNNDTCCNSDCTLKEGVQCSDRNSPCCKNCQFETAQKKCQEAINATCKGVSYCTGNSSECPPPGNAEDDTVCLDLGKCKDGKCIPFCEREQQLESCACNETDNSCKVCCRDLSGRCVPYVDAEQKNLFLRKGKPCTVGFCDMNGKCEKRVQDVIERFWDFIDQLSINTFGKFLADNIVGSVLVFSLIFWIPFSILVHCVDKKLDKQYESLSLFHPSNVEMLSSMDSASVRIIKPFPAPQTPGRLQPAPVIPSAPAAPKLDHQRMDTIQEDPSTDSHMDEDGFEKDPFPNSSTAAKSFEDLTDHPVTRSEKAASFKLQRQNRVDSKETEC
Tn6 DDE FP: disrupts Tn6 cyclic peptide binding to fibrin D-Dimer-E complex; P02675; Fibrin DD(E) TRITC-Tn6 fluorescence polarization displacement; inhibition, % at 8.3 µM; 0.21% of 370,000 active;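 active = inhibition above a per-campaign cutoff: mean of compounds within control limits plus 3 SD, cut at about 15% in these data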;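 note: 0% = median of all compound wells on the plate and 100% = blocking peptide control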
* hit, by the source's call; i = inactive; . = no result given; & = joins results of further samples. No enrichment for hits; any-hit rate near 4.2%.

SMILES	PLCg1 inh	ARFGAP1 inhibitor	LEDGF integ inh	ASAP1 inh	KLK7 zymogen act	ADAM10 inh	TDP2 absorb	DDE Tn7 FP inh	ADAM17 inh	Tn6 DDE FP
O=C(Cc1ccccc1)CC(CC(=O)c1ccccc1)c1ccccc1 (configuration not stated)	1	4	-1	12	-0.4	-9	-1	8	-1	-7
CC(=O)c1ccc(OCC(=O)N2CCCC2c2ccc3c(c2)OCCCO3)cc1 (configuration not stated)	-6	0	0	4	0.8	-23	7	0	-12	-3
O=C(NC(C(=O)N/N=C/c1ccncc1)c1n[nH]c(=O)c2ccccc12)c1ccccc1 (configuration not stated)	0	10	-2	-4	-0.4	-4	7	5	-2	6
COc1c(F)c(F)c(C(=O)O)c(Nc2cc(C)cc(C)c2)c1F	-2	4	-7	2	-0.2	-5	-1	1	-1	2
Cc1cccc(-n2ncc3c2CCCC3NC(=O)CCc2cccnc2)c1C (configuration not stated)	0	-10	-1	-2	0.4	-4	0	-4	-1	9
COCCN1C(=O)N[C@@H](c2ccccc2)C(C(C)=O)=C1C	-1	-4	-2	-10	-0.4	-6	4	13	-1	-3
CCOc1ccc(NCCC(=O)c2ccc3c(c2)OCO3)cc1	-11	4	-2	-1	-0.3	-1	3	3	-4	7
CC(OC(=O)c1oc2ccccc2c1COc1ccccc1)C(=O)NC(N)=O (configuration not stated)	3	-8	0	-3	0.5	7	-10	-3	5	-3
CCCCc1nc(NCC2CCCO2)c(C#N)c2c1COC(C)(C)C2 (configuration not stated)	-10	0	-1	-11	-1.3	-107	3	1	-35	0
Nc1nc(SCC(=O)N2CCOCC2)n[nH]1	2	0	-2	-9	0.3	-5	-11	0	0	4
COc1ccc(S(=O)(=O)N2CCN(CC(=O)Nc3ccccc3OC)CC2)cc1	0	-4	-2	-5	-0.2	-10	2	4	-1	-3
C[C@H](CO)N1C[C@H](C)[C@H](CN(C)C(=O)C2CCCCC2)OCc2cnnn2CCCC1=O	2	4	2	6	-0.5	1	-10	-2	-2	-4
CC1(C)Cc2ccccc2-c2nnc(SCC(=O)N3CCc4ccccc43)n21	4	27*	0	22	0.9	2	-2	1	1	0
N#CCCN(C(=O)CN1C(=O)NC2(CCCC2)C1=O)c1ccccc1F	-2	-3	1	3	-0.4	-4	-9	-1	-12	8
CCCc1cc(=O)n2[nH]c(-c3ccc(Br)cc3)cc2n1	0	0	-4	-11	-0.2	3	-3	-3	-2	-7
COc1cccc2c1-c1c(O)cccc1C2=O	-8	0	4	-6	0.0	5	2	-4	1	-1
O=C(NCc1nc2ccccc2[nH]1)c1cccc(S(=O)(=O)N2CCOCC2)c1	0	-5	4	2	-0.3	-20	-12	1	-3	1
Cc1ccc(CN2CCSCC2)c(C)c1	1	1	0	8	0.0	-5	15	-1	-1	-1
COc1cccc(CNC(=O)C(=O)N2CCC3(CC2)OCCN3S(=O)(=O)c2ccc(C)cc2)c1	0	4	8	-1	-0.2	1	1	4	0	-8
Cn1c(N2CCC(C(N)=O)CC2)nc2c1c(=O)n(Cc1ccc(Cl)cc1)c(=O)n2C	8	-2	4	5	-1.1	3	10	0	2	-9
COC(=O)c1[nH]c2c(c1C)C(=O)CC(c1cccs1)C2 (configuration not stated)	4	2	0	8	0.2	5	-7	-10	3	-7
CN(C(=O)c1cccc(NC(=O)Cc2cccc(NC(=O)C3CCCN(C(=O)C4CCCC4)C3)c2)c1)C1CCC1 (configuration not stated)	6	5	5	-3	0.0	2	-8	3	3	3
N#Cc1ccccc1OCC(=O)NCC(c1ccc(F)cc1)N1CCOCC1 (configuration not stated)	3	-11	1	-8	-0.5	-2	8	-3	-1	-6
CCCCCCCOC1(c2ccccc2)OC(=O)c2ccccc21 (configuration not stated)	-1	-5	0	-13	0.2	12	2	3	-1	-13
CCC(=O)NC(c1ccccc1)c1nc2ccccc2[nH]1 (configuration not stated)	1	-3	5	10	-0.6	-2	-5	-1	1	-4

ARFGAP1 inhibitor, what is marked active above
SMILES	PLCg1 inh	ARFGAP1 inhibitor	LEDGF integ inh	ASAP1 inh	KLK7 zymogen act	ADAM10 inh	TDP2 absorb	DDE Tn7 FP inh	ADAM17 inh	Tn6 DDE FP
CC1(C)Cc2ccccc2-c2nnc(SCC(=O)N3CCc4ccccc43)n21	4	27*	0	22	0.9	2	-2	1	1	0

Following part.
SMILES	PLCg1 inh	ARFGAP1 inhibitor	LEDGF integ inh	ASAP1 inh	KLK7 zymogen act	ADAM10 inh	TDP2 absorb	DDE Tn7 FP inh	ADAM17 inh	Tn6 DDE FP
Cc1ccn2c(NC3CCCCC3)c(-c3cccc(SC4CCCCC4)c3)nc2c1	i	-15&-1	3&-4	2&-1	-28&-16	-120&-186	4&-7	10&-6	-50&-56	-6&-2
Cc1ccc(-c2n[nH]c(=O)c3ccccc23)cc1S(=O)(=O)N(C)C	2	-1	3	-1	0.2	2	-3	-8	0	-1
COc1ccc(F)cc1-c1cc(NC=O)c2ncc(-c3cccc(C(F)(F)F)c3)n2c1	0	9	-2	5	-0.3	-17	-2	0	-6	-3
CN(C)c1cccc(NC(=O)CCc2ccccc2)c1	-1	14	-2	2	-0.6	4	-13	2	-6	-7
CC(C)(C)NC(=O)c1ccccc1-c1nc2ccccc2s1	-2	-4	-3	5	-0.3	-2	5	2	-4	-3
COc1ccc(NC2=NCC(=O)N2c2ccccc2F)cc1	5	10	-1	9	0.2	0	-6	2	1	3
CCOP(=O)(OCC)c1nc(-c2ccc(Br)cc2)oc1N1CCCCC1	-21	-5	4	15	0.7	-74	-4	-1	-26	-4
CC(=O)c1cnc(Nc2nc(C)c3ccc(C)cc3n2)nc1C	-6	4	2	-7	-0.1	-3	-4	-1	-5	-5
COCCn1cnc2c1c(=O)n(CC(=O)OCC(=O)NCCCc1ccccc1)c(=O)n2Cc1ccccc1	6	2	2	11	0.3	5	-3	-6	0	5
N#Cc1c(SCC(=O)N2CCCCC2)nsc1SCC(=O)N1CCCCC1	9	-9	4	-2	0.6	8	-7	1	4	4
CC(C)=N/N=C1/NC(=O)C(CC(=O)Nc2cc(Cl)ccc2C)S1 (configuration not stated)	-4	6	-2	-12	0.7	-1	-6	0	1	5
O=C(CN1CCC(NC(=O)c2ccccc2F)CC1)Nc1ccc2c(c1)OCCO2	0	3	-1	3	0.4	-2	-11	5	2	4
CN1CCN(S(=O)(=O)c2ccc(Cl)cc2)CC1	2&-3	3&2	0&-5	2&-1	-0.2&-0.4	-9&-6	0&-2	6&3	2&-3	6&3
Cc1oc(C(C)(C)C)cc1C(=O)Nc1cccc(/C=C/C(=O)O)c1	2	-8	2	-3	0.4	-5	2	-6	-4	-5
COc1cc(/C=C/C(=O)OCC(=O)c2c(N)n(C)c(=O)n(C)c2=O)ccc1OC(F)F	2	4	-1	5	0.0	-3	6	-5	-1	1
C[C@@H](O)C1NC(=O)[C@H](CCCCN)NC(=O)c2cc([N+](=O)[O-])cc(I)c2NCCC[C@@H](C(N)=O)NC1=O (some centres not stated)	0	15	0	9	-0.5	-5	4	2	-2	-3
COc1ccc(C(=O)N2CCN(c3nc4cc(C)ccc4cc3C#N)CC2)c(OC)c1	-54	-4	2	-4	-6.2	-170	6	-2	-47	9
O=C(C[n+]1ccccc1)N1CCCc2ccccc21	3	-2	4	14	0.3	-2	4	-7	3	4
N#CCC(=O)Nc1ccc(C(=O)OCC(=O)NC(=O)Nc2ccc3c(c2)OCCO3)cc1	-1	12	6	3	0.2	12	-25	-3	6	-4
COc1ccc(-c2nnc(N(C)C(=O)C3CCCO3)s2)cc1 (configuration not stated)	2	-2	1	-4	1.5	3	1	3	-2	0
Cc1cc(NC(=O)COC(=O)C2CC(=O)N(c3ccc(Cl)cc3)C2)no1 (configuration not stated)	1	0	1	0	0.2	7	17	1	-1	-9
O=C(CSc1ccc2nnc(CCNC(=O)c3ccccc3)n2n1)Nc1ccccc1	0	9	0	13	0.2	-7	-11	-3	-4	-2
CCn1cc(CN2CCCC(C(=O)Nc3cccc(-n4cccn4)c3)C2)c(C)n1 (configuration not stated)	-3	12	-2	-6	-0.5	-6	-1	0	-7	4
Cc1ccc(-c2c(C(=O)NC3CCCC3)oc(=O)c3ccccc23)cc1	8	.	6	.	0.4	7	-12	-4	0	-7
COc1ccccc1-n1c(SCC(=O)N2CCOCC2)nc(O)cc1=O	0	11	1	8	-0.3	1	2	-7	-3	-9

Continuation.
SMILES	PLCg1 inh	ARFGAP1 inhibitor	LEDGF integ inh	ASAP1 inh	KLK7 zymogen act	ADAM10 inh	TDP2 absorb	DDE Tn7 FP inh	ADAM17 inh	Tn6 DDE FP
COc1ccc2nc(Cl)c(C3CC(c4ccco4)=NN3C(=O)CCC(=O)O)cc2c1 (configuration not stated)	-4	-5	10	8	0.0	-11	-2	2	-4	2
Cc1ccc(NC(=S)NC2CCCCC2)cc1S(=O)(=O)N(C)C	2	4	2	5	-0.1	3	-17	-8	4	1
CC1CCN(S(=O)(=O)c2ccc(NC(=O)Cn3nnc(-c4ccccc4F)n3)cc2)CC1	-1	-2	-3	0	0.7	-7	5	3	0	2
CC1(C(=O)NC2CCCCC2)CCC(=O)N1Cc1cccnc1 (configuration not stated)	-1	1	0	-2	-0.4	-5	-4	-7	3	0
COc1ccc(C(=O)N2CCCC(CNC(=O)c3ccccc3Cl)C2)o1 (configuration not stated)	0	12	-1	4	-0.9	-5	-6	0	-3	-1
Cc1[nH][nH]c(=O)c1C(c1c(C)[nH][nH]c1=O)c1cn(Cc2ccc(Cl)c(Cl)c2)c2ccccc12	-5	7	5	-3	-0.3	4	44*	-4	4	-7
CCN(CC)CC(=O)Nc1nc(-c2ccc(Cl)cc2)cs1	-1	-1	1	15	0.1	-2	-13	1	-2	4
COC(=O)c1ccc2nc(-c3ccc(F)cc3)c(Cc3ccc(OC)cc3C)n2c1	-32	7	0	-10	-3.8	-55	-2	-6	-15	1

Compound profiles, as listed above. Values in the order: PLCg1 inh | ARFGAP1 inhibitor | LEDGF integ inh | ASAP1 inh | KLK7 zymogen act | ADAM10 inh | TDP2 absorb | DDE Tn7 FP inh | ADAM17 inh | Tn6 DDE FP
Entry for Cc1ccc(-c2n[nH]c(=O)c3ccccc23)cc1S(=O)(=O)N(C)C → 2 | -1 | 3 | -1 | 0.2 | 2 | -3 | -8 | 0 | -1
Entry for COc1c(F)c(F)c(C(=O)O)c(Nc2cc(C)cc(C)c2)c1F → -2 | 4 | -7 | 2 | -0.2 | -5 | -1 | 1 | -1 | 2
Entry for CN(C)c1cccc(NC(=O)CCc2ccccc2)c1 → -1 | 14 | -2 | 2 | -0.6 | 4 | -13 | 2 | -6 | -7

Screens as filed in PubChem BioAssay.
